Hsp70 displacement: small molecules displacing fluorescent ligand from Hsp70 – biochemical, fluorescence polarization, primary screen (AID 583); Hsp70 fluorescence polarization probe displacement, mP; higher % means a stronger effect; displacement, % at 20 µM, or IC50 in µM where a hit was titrated; actives 0.06% (n = 140,000); in the data active = displacement above about 50%;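 note: plate controls were vehicle for no effect and reference ligand for full effect; a part of the inactive calls stands beside numbers as strong as those of hits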
Rat MKP-3 inhibitors: MKP-3 phosphatase inhibitors, primary screen, biochemical, rat enzyme, in vitro (AID 425); actives 0.17% (n = 110,000); recombinant MKP-3 phosphatase activity, fluorescence; higher % means a stronger effect; inhibition, % at 20 µM; hits with a dose series show IC50 in µM; in the data active = inhibition above about 50%;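 note: plate controls were vehicle for no effect and reference inhibitor for full effect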
An asterisk follows results filed as active; . = no result given; & = joins results of further samples. A portion of the library (hit frequency here may not be typical).

molecule | Hsp70 displacement | Rat MKP-3 inhibitors
CC(=O)SCC(=O)N=c1sc2cc(F)ccc2n1C | -1.1% | 1%
Cc1ccc(OCCOCCOc2ccc(/C=C3/SC(=S)N(C)C3=O)cc2)cc1 | -5.3% | -4%
COc1ccc(CCNC(=O)CSc2cc(=O)[nH]c(N)n2)cc1OC | 3.9% | -3%
COc1ccc2c(c1)OCC/C2=N/OC(=O)c1ccccc1SC | . | 2%
CCN(C(=O)c1sc(NC(=O)c2ccc(Cl)cc2)c(C#N)c1C)C1CCCCC1 | -0.9% | 2%
COc1cc2c(cc1OC)C(c1ccsc1)CC(=O)N2 (centres undefined) | 0.5% | 1%
COc1ccc(C(=O)/C=C/Nc2cc(Cl)cc(Cl)c2)cc1 | 0.3% | 0%
CCCCN1CC(COc2ccccc2)OC1=O (centres undefined) | -2.2% | 0%
O=C(c1ccco1)N1CCN(C(c2coc3ccc(Cl)cc3c2=O)c2nnnn2C2CCCC2)CC1 (centres undefined) | -3.2% | .
CCOC(=O)C(CCC(=O)CC(C)C)C(C)=O (centres undefined) | -0.2% | 1%
COc1ccc(-c2n[nH]c(C)c2-c2cnn(-c3ccccc3)c2)c(O)c1 | 1.3% | -4%
CCOC(=O)N1CCC(NC(=O)C2CCCCN2S(=O)(=O)c2ccc(F)cc2)CC1 (centres undefined) | -5.2% | -12%
Cc1no[n+]([O-])c1COc1ccc(C=C2C(=O)NC(=O)NC2=O)cc1 | -2.1% | 5%
O=C(CC1Nc2ccccc2NC1=O)Nc1ccccc1NC(=O)CC1Nc2ccccc2NC1=O (centres undefined) | 0.6% | 2%
COc1ccccc1C1CC(=O)NC(C)=C1C(=O)OCC1CCCO1 (centres undefined) | 1.4% | -3%
CCOc1ccc(C2c3c(oc4ccccc4c3=O)C(=O)N2CCCN2CCOCC2)cc1 (centres undefined) | 4.8% | -20%
N#CC1=C(N)NC(SCC(=O)c2ccc(Cl)cc2)=C(C#N)C12CCCC2 | 0.6%&5.6% | 4%
CC1(C)Cc2cccc(OCC(=O)N3CCN(S(=O)(=O)c4ccccc4)CC3)c2O1 | 2.0% | -2%
CCOC(=O)COc1nc(C)c(Br)c(OC)n1 | -2.1% | -11%
COC(=O)c1[nH]c2cc(OC)c(OC)cc2c1NC(=O)Oc1ccccc1 | 1.2% | .
Cc1c(Cl)cccc1NC(=O)C(=O)NNS(=O)(=O)c1ccc(F)cc1 | -6.8% | 2%
CCN(Cc1ccccc1)C(c1cccs1)c1nnnn1C1CCCCC1 (centres undefined) | -0.5% | 0%
CC(=O)C1=C(C)N(Cc2ccco2)C(=O)C1(NC(=O)C1CCCCC1)C(F)(F)F (centres undefined) | -2.0% | .
COc1ccc(S(=O)(=O)N2CCCC(C(=O)NCc3ccccn3)C2)cc1 (centres undefined) | -2.2% | 4%
COc1ccc(NS(=O)(=O)c2ccc(C)cc2)cc1[N+](=O)[O-] | -4.3% | 5%
COc1ccc(OCC(O)Cn2c(=N)n(Cc3ccccc3)c3ccccc32)cc1 (centres undefined) | -2.5% | -13%
c1ccc(-c2noc(-c3cccs3)n2)nc1 | 5.9% | -7%
COCCOC(=O)c1ccc(NC(=O)COc2ccc(C)c(C)c2)cc1 | 86%* | 3%
O=C(Nc1ccccc1)N1CCN(c2ccc(F)cc2)CC1 | 2.1% | .
Cc1cc(=O)oc(C)c1C(=O)NCc1ccc(F)cc1 | 4.4% | -9%
CCNC(=O)C1CC(=O)N(Cc2ccc(F)cc2)C(=Nc2ccc(OC)cc2)S1 (centres undefined) | -5.8% | -5%
O=C(CN(C(=O)CNS(=O)(=O)c1ccccc1)c1ccc2c(c1)OCCO2)NCc1ccco1 | -2.5% | -4%

Reformatted with two lines to a compound: part of the list above.
Below each SMILES – Hsp70 displacement | Rat MKP-3 inhibitors
> COc1ccc(NS(=O)(=O)c2ccc(C)cc2)cc1[N+](=O)[O-]
  -4.3% | 5%
> COc1ccc(OCC(O)Cn2c(=N)n(Cc3ccccc3)c3ccccc32)cc1 (centres undefined)
  -2.5% | -13%

(next part)
molecule | Hsp70 displacement | Rat MKP-3 inhibitors
COc1cccc(-c2cc3c(-n4cccc4)ncnc3o2)c1 | 0.2% | .
O=C(Nc1nc(-c2ccc(Cl)s2)cs1)C(c1ccccc1)c1ccccc1 | -2.5% | 6%
COc1c(Cl)cc(Cl)cc1/C=c1/sc2nc3ccccc3n2c1=O | 7.3% | -2%
CCN(CC)CCOC(=O)C1c2ccccc2Oc2ccccc21 | 0.6% | .
COc1ccc(CC(=O)Nc2ccc(OC)c(NC(=O)c3ccco3)c2)cc1 | 2.5% | -10%
N#Cc1nc(COc2ccccc2Cl)oc1N1CCCCCC1 | 2.7% | -8%
COC(=O)c1cn(NC(=O)C2CCCCC2)c(=O)c2ccccc12 | 0.9% | -1%
CCOC(=O)CCP(=O)(O)C(O)(c1ccccc1)c1ccccc1 | 5.1% | .
Cc1nc(C)c(-c2csc(NCc3ccco3)n2)s1 | 1.4% | -23%
COc1ccc(-c2nn(-c3ccccc3)cc2C(=O)NCCCn2ccnc2)cc1 | -1.3% | -12%
O=C(COc1ccc2ccccc2c1)N1c2ccccc2Sc2ccccc21 | -0.1% | 3%
CC(C)(NO)/C(=N/O)c1cccs1 | -2.4% | 0%
O=C(Nc1ccc(Cl)cc1)c1cccc(S(=O)(=O)N2CCCCC2)c1 | -0.4% | 0%
CCOC(=O)c1c(C)c(C(=O)NC2CCCCCC2)c(C)n1C | -3.6% | -1%
O=C(CCn1cnc2ccccc2c1=O)Nc1ccc(S(=O)(=O)N2CCCCC2)cc1 | 3.7% | -8%
COc1ccc(OC)c(C2=Nn3c(nnc3-c3ccncc3)SC2)c1 | 1.4% | -2%
Cc1nc2ccccc2cc1C(=O)O | 2.4% | .
COc1ccc(N2C(=O)/C(=C/c3ccc(OCC(=O)O)c(Br)c3)C(=O)NC2=S)cc1 | 1.7% | 4%
CCOC(=O)C(CCCOc1ccccc1C)C(=O)OCC | -0.6% | .
Cc1cccc(OCc2nc(-c3ccccn3)n[nH]2)c1 | 2.4% | .
O=C(Cc1cccs1)Nc1nnc(SCC(=O)NC2CCCCC2)s1 | -0.8% | 5%
O=P(O)(OC(c1ccccc1)C(F)(F)F)c1ccccc1 (centres undefined) | -15% | -1%
CCCCc1ccc(NS(=O)(=O)c2c(C)cc(C)cc2C)cc1 | 2.9% | -2%
O=C(COC(=O)c1cc[n+]([O-])cc1)Nc1ccc2c(c1)OCCO2 | 1.6% | -9%
Cc1ccc(C2CC(C(F)(F)F)n3ncc(C(=O)N4CCN(c5ccc(F)cc5)CC4)c3N2)cc1 (centres undefined) | -0.8% | -5%
CCOc1ccc(N=Cc2c(O)n(-c3cccc(C)n3)c(=O)c3ccccc23)cc1 | 6.5% | .
O=C1C(=O)N(c2cccc(Cl)c2)C(c2ccc([N+](=O)[O-])cc2)/C1=C(\O)c1ccccc1 (centres undefined) | -3.0% | 0%
COC(C(=O)N/N=C/c1cccc(C(F)(F)F)c1)c1ccccc1 (centres undefined) | -2.7% | 0%
CCOC(=O)CN(c1ccccn1)S(=O)(=O)c1ccccc1 | 2.8% | .
COc1ccc(OC)c(/C=C2/C(=O)N(c3ccc(C)cc3)N=C2C)c1 | 1.9% | 1%
O=C1CC(N2CCC(Cc3ccccc3)CC2)C(=O)N1c1cc(Cl)cc(Cl)c1 (centres undefined) | -1.6% | 0%
COC(=O)c1ccc(CSc2nc3ccccc3c(=O)n2-c2cccc(OC)c2)o1 | -0.8% | 8%
Cc1nc(N)sc1-c1csc(NCc2ccccc2)n1 | 4.5% | .
CC(=O)c1ccc(OCC(O)CN2CCN(c3ccccn3)CC2)cc1 (centres undefined) | -0.1% | -8%
O=c1ccc2cc(S(=O)(=O)Nc3ccc(F)cc3)ccc2o1 | 0.9% | -17%
COc1ccc(NC(=O)CSc2nnc(CNC(=O)COc3ccc(Cl)cc3)o2)c(OC)c1 | 0.9% | -11%
c1ccc2c(-c3nc(-c4ccncc4)no3)cccc2c1 | 4.8% | -5%
COc1cc(NC(=O)C(C)C)ccc1NC(=O)c1ccco1 | 0.9% | 0%
O=C(CSc1nc2ccc([N+](=O)[O-])cc2[nH]1)Nc1ccc2c(c1)OCO2 | 3.1% | 2%
CCN1CCN(Cc2ccc(NC(=O)Nc3ccccc3Cl)cc2)CC1 | -1.5% | -14%
Nn1c(-n2nc(-c3ccccc3)cc2-c2ccccc2)n[nH]c1=S | 2.7% | 3%
O=C(O)C1CCCCC1C(=O)Nc1ccc(Cl)cc1 (centres undefined) | 1.1% | -3%
O=C(CCCc1c[nH]c2ccccc12)N1CCN(c2ccc(N3CCOCC3)nn2)CC1 | -1.6% | 1%
CCOC(=O)c1c(=O)n(O)c2ccc(C)cc2[n+]1[O-] | 0.8% | -7%
COc1ccc(Cl)cc1C(=O)Nc1ccc(N(C)C)cc1 | 8.1% | 1%
O=C(O)COc1ccc2nsnc2c1Cl | 4.2% | -5%
Cc1csc(NC(=O)CCC(=O)N(CC(=O)NC2CCCC2)Cc2ccco2)n1 | 3.4% | -15%
CC(=O)Nc1cccc(NC(=O)c2oc3ccccc3c2C)c1 | . | 4%
O=C(NCc1cccs1)c1cnn2c(C(F)(F)F)cc(-c3ccco3)nc12 | 3.2% | 3%
COc1ccc(N2C(=O)/C(=C\c3cccc(C(F)(F)F)c3)SC2=S)cc1 | 3.5% | 4%
CC(NC(=O)c1cnc2n(c1=O)CCS2)c1ccccc1 (centres undefined) | 2.0% | -6%
COc1ccc(N2C(=O)NC(=O)/C(=C/c3ccc(-c4cccc([N+](=O)[O-])c4)o3)C2=O)cc1 | -0.9% | 8%
O=C(Nc1ccc(F)cc1F)c1cc(-c2ccco2)on1 | 6.0% | 1%
Cc1noc(C)c1CSCC(=O)NC1=NCCS1 | 5.5% | 3%
Cc1ccc(N2C(=O)c3ccccc3C2=O)cc1Cl | 2.6% | -6%
COc1cc(CNc2ccccc2SC)ccc1O | -1.1% | -12%

Going on with the list:
molecule | Hsp70 displacement | Rat MKP-3 inhibitors
CCCOc1ccc(/C=C2\SC(=S)N(NC(=O)c3ccncc3)C2=O)cc1OC | -0.2% | 0%
COc1ccc(/C=N/NC(=S)NC2CCS(=O)(=O)C2)cc1 (centres undefined) | 2.1% | 0%
Cc1cc(Cl)ccc1OCC(=O)Nc1ccc(Br)cn1 | -0.8% | -5%
COc1ccc(S(=O)(=O)N(CC(=O)NCc2ccc(Cl)cc2)Cc2ccccc2)cc1 | -6.2% | 2%
Cc1sc2ncnc(NCC(c3ccco3)N(C)C)c2c1C (centres undefined) | 5.2% | -10%
COc1ccc(N2C(=O)c3ccc(C(=O)Nc4cc(Cl)ccc4C(=O)O)cc3C2=O)cc1 | 9.4% | 7%
O=C(NNC1=C(C(=O)C(F)(F)F)CCC1)c1ccc(O)cc1 | -1.4% | 4%
C=CCOc1c(OC)cc(Cl)cc1C1NC(=O)NC(C)=C1C(C)=O (centres undefined) | 1.9% | -4%

A portion from further up, as a working copy:
molecule | Hsp70 displacement | Rat MKP-3 inhibitors
O=C(NCc1cccs1)c1cnn2c(C(F)(F)F)cc(-c3ccco3)nc12 | 3.2% | 3%
COc1ccc(N2C(=O)/C(=C\c3cccc(C(F)(F)F)c3)SC2=S)cc1 | 3.5% | 4%
CC(NC(=O)c1cnc2n(c1=O)CCS2)c1ccccc1 (centres undefined) | 2.0% | -6%
COc1ccc(N2C(=O)NC(=O)/C(=C/c3ccc(-c4cccc([N+](=O)[O-])c4)o3)C2=O)cc1 | -0.9% | 8%
O=C(Nc1ccc(F)cc1F)c1cc(-c2ccco2)on1 | 6.0% | 1%
Cc1noc(C)c1CSCC(=O)NC1=NCCS1 | 5.5% | 3%
Cc1ccc(N2C(=O)c3ccccc3C2=O)cc1Cl | 2.6% | -6%
COc1cc(CNc2ccccc2SC)ccc1O | -1.1% | -12%
CCCOc1ccc(/C=C2\SC(=S)N(NC(=O)c3ccncc3)C2=O)cc1OC | -0.2% | 0%
COc1ccc(/C=N/NC(=S)NC2CCS(=O)(=O)C2)cc1 (centres undefined) | 2.1% | 0%
Cc1cc(Cl)ccc1OCC(=O)Nc1ccc(Br)cn1 | -0.8% | -5%
COc1ccc(S(=O)(=O)N(CC(=O)NCc2ccc(Cl)cc2)Cc2ccccc2)cc1 | -6.2% | 2%
Cc1sc2ncnc(NCC(c3ccco3)N(C)C)c2c1C (centres undefined) | 5.2% | -10%

(cont.)
molecule | Hsp70 displacement | Rat MKP-3 inhibitors
CCC(Sc1nncn1C)C(=O)Nc1nnc(-c2ccccc2Cl)s1 (centres undefined) | -2.3% | -4%
CS(=O)(=O)N(CC(=O)Nc1cccc(Cl)c1)c1ccccc1Cl | 1.3% | .
COc1cc(C2c3c(oc4c(C)cc(C)cc4c3=O)C(=O)N2Cc2cccnc2)cc(OC)c1OC (centres undefined) | 3.8% | -4%
COc1cccc(/C=C2\C(=O)NC(=O)N(c3cc(C)cc(C)c3)C2=O)c1 | -1.2% | -6%
Cc1cc(NC(=O)CSc2nc3ccc(Cl)cc3[nH]2)no1 | -1.7% | .
O=C1C(=O)N(c2cccc(Br)c2)C(c2cccc([N+](=O)[O-])c2)/C1=C(/O)c1ccccc1 (centres undefined) | -2.5% | 3%
C(=C\c1ccccc1)/CN1CCN(c2ncnc3c2cnn3-c2ccccc2)CC1 | 0.9% | 1%
CCc1nc(SCC(=O)Nc2ccc3c(c2)OCCO3)c2oc3ccccc3c2n1 | -1.5% | 6%
Nc1nc(SCCc2ccccc2)nc2sc3c(c12)CCC3 | 0.8% | 3%
Cc1noc(C)c1COC(=O)c1cc(=O)[nH]c2ccccc12 | -1.9% | -2%
CCc1nnc(NC(=O)CCC(=O)NCc2ccccc2OC)s1 | -0.1% | .
N#Cc1ccccc1NC(=O)Nc1ccc2ccccc2c1 | 5.2% | 4%
O=C(O)CCCN1C(=O)C(=O)/C(=C(\O)c2ccc(Cl)cc2)C1c1ccc(F)cc1 (centres undefined) | 6.4% | -3%
Fc1cccc(NC(=S)NC(c2ccccc2)c2ccccc2)c1 | -0.1% | 3%
